# Screening results as filed in PubChem.
# Mdm2 MdmX PPI – human Mdm2/MdmX binding inhibition | AID 485346 | inhibition, % at 8 µM | O15151+Q00987 | SaOS-2 split-luciferase Mdm2/MdmX complementation, luminescence | 330,000 compounds, 3% hits;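 active = inhibition of at least 50% at 8 µM in the primary screen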
# Target sequence (O15151 whole entry, looked up): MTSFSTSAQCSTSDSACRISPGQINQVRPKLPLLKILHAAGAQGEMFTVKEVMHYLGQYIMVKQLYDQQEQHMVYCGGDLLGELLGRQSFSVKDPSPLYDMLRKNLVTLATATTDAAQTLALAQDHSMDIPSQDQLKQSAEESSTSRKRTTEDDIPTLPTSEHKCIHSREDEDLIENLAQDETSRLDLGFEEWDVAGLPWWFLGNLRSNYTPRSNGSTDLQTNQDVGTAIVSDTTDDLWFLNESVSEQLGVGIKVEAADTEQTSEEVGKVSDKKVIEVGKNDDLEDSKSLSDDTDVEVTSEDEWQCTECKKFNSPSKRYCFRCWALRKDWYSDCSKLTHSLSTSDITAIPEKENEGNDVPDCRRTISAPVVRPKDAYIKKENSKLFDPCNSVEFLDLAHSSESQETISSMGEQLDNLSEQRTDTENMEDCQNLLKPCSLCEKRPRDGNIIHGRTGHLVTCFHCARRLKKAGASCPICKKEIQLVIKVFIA
# Target sequence (Q00987 whole entry, looked up): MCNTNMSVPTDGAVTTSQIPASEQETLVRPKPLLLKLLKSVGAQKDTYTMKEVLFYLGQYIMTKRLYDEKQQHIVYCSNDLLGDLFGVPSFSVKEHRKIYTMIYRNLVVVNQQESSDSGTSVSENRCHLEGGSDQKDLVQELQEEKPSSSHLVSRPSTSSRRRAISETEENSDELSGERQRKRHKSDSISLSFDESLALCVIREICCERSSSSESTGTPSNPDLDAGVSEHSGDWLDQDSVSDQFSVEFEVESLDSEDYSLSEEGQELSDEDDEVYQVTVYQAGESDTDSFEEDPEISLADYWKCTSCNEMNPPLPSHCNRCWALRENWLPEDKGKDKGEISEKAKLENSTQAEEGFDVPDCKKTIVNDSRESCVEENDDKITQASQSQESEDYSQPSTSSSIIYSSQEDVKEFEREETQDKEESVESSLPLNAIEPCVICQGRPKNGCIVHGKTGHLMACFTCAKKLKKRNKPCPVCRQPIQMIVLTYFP
# tim10-1 inh – growth inhibitors of tim10-1 mutant yeast | S. cerevisiae tim10-1 ts strain growth, BacTiter-Glo, 24 h | 330,000 compounds, 2.2% hits | AID 463190 | inhibition, % at 20 µM;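 active = inhibition of at least 40%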;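 also: mutant grown at 25 °C; 0% = DMSO wells with yeast and 100% = wells holding no yeast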
# TIM10 inh – TIM10 yeast growth inhibition; S. cerevisiae TIM10 strain growth, BacTiter-Glo luminescence, 24 h; inhibition, % at 10 µM; 330,000 compounds, 1.4% hits;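 active = inhibition of 40% or more at the single tested concentration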;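 also: wild-type TIM10 isogenic control strain grown at permissive 25 °C; 0% = DMSO yeast wells and 100% = minimal medium wells without yeast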
# CXCR6 inh – blocks human CXCR6 beta-arrestin recruitment; inhibition, % at 20 µM; 360,000 compounds, 0.36% hits; CHO-K1 PathHunter CXCR6 beta-arrestin, luminescence; O00574; in the data active = inhibition above about 34%, passing the limit was not always enough;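 also: antagonist mode with CXCL16 agonist at 10 nM final; 0% = 10 nM CXCL16 with DMSO and 100% = unstimulated wells without agonist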
# tim23-1 inh – growth inhibitors of tim23-1 mutant yeast; S. cerevisiae tim23-1 growth, BacTiter-Glo luminescence, 24 h; inhibition, % at 20 µM; 330,000 compounds, 1.3% hits; AID 463212;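 active = growth inhibition of the mutant yeast at or above 50%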;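 also: temperature-sensitive mutant grown at 25 °C; plate controls were DMSO-treated mutant yeast for no effect and medium wells lacking yeast for full effect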
# APJ antagonist – APJ receptor antagonism; CHO-K1 APJ beta-arrestin complementation, luminescence; inhibition, % at 20 µM; 330,000 compounds, 0.32% hits; AID 2521;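 active = inhibition above about 40% at 20 µM, limit read from the data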;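 also: cells challenged with 10 nM apelin-13 agonist together with compound; plate controls were apelin-13 plus DMSO wells for no effect and DMSO wells lacking apelin-13 for full effect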
# APJ ag – activates the human apelin receptor APJ. activation, % at 20 µM. 330,000 compounds, 0.11% hits. CHO-K1 APJ PathHunter beta-arrestin, luminescence; 0% DMSO wells, 100% apelin. AID 2520. P35414;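 active = activation more than six SD over the plate average, tested at 20 µM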;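 also: 0% = DMSO alone and 100% = apelin-13 at 10 nM; some results filed as inactive read as strong as hits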
#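 Assay system: CHO-K1 APJ beta-arrestin complementation cell line / Compound: single test compound dose, 20 µM final, 1% DMSO / Times: overnight seeding, 90 min compound at 25 °C, 1 h detection / Technique: beta-gal luminescence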
# UPR XBP1 act – activators of adaptive arm of unfolded protein response (XBP1) | activation, % at 20 µM | CHO-XBP1 luciferase reporter, IRE1-XBP1 UPR activation, luminescence; percent of tunicamycin response, DMSO as zero | 330,000 compounds, 0.33% hits;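 active = versus positive control, 20 µM dose yields 30% or more activation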;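 also: 100% = tunicamycin at 10 µg/mL and 0% = DMSO only wells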
#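 Signal: luciferase luminescence; Assay system: CHO-XBP1 luciferase reporter cells; Amount: one thousand reporter cells per well; Dosing: 20 µM single concentration, DMSO 1%; Benchmarks: high control tunicamycin 10 µg/mL final, low control DMSO vehicle only; Schedule: 6 h compound exposure at 37 °C, 5% CO2; Evaluation: percent activation relative to tunicamycin reference.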
# CHOP UPR activ – activators of apoptotic arm of unfolded protein response (CHOP); CHO-CHOP luciferase reporter, UPR activation, luminescence; percent of tunicamycin response over DMSO baseline; activation, % at 10 µM; 330,000 compounds, 0.34% hits;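 active = at 10 µM dose, activation of 40% or more, normalized to positive control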;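 also: 100% = tunicamycin at 10 µg/mL and 0% = DMSO alone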
#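 Assay system: CHO-CHOP cells, stable luciferase reporter of PERK-eIF2a-CHOP signalling / Buffer or medium: F12 plus 10% serum / Compound dosing: one dose, 10 µM in 0.5% DMSO / Times: 6 h compound treatment, 37 °C / Technique: luciferase luminescence / Read-out: % reporter activation, DMSO baseline versus tunicamycin full activation / Benchmarks: tunicamycin and DMSO controls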
# Numbers without * were called inactive; x = no result given. This is a subset; rates above refer to the full screens.
SMILES,Mdm2 MdmX PPI,tim10-1 inh,TIM10 inh,CXCR6 inh,tim23-1 inh,APJ antagonist,APJ ag,UPR XBP1 act,CHOP UPR activ
Cc1noc(NS(=O)(=O)c2ccc(N/C=C\C(=O)c3ccc(Br)cc3)cc2)c1C,-9,22,12,12,23,-13,-3,6,0.1
CS(=O)(=O)n1nc(-c2ccc(Cl)cc2)nc1SCc1ccccc1,-46,19,6,5,2,-13,-2,4,4.4
O=C(c1cc(C(=O)N2CCN(c3ccc(F)cc3)CC2)cc([N+](=O)[O-])c1)N1CCN(c2ccc(F)cc2)CC1,20,-17,-11,-12,8,9,6,-5,6.7
Cn1c(=O)c2c(nc(N/N=C/c3cccnc3)n2Cc2ccc(F)cc2)n(C)c1=O,15,-14,-7,2,13,9,0,3,7.1
CCOc1ccc(COC(=O)C2CC(=O)N(CCc3ccccc3)C2)cc1OC (stereo not given),-11,23,11,0,25,5,-1,-1,0.9
Cc1ccc(S(=O)(=O)N2[C@@H](c3ccccc3)C(C(=O)O)=CC[C@H]2c2ccc(C(C)C)cc2)cc1,11,23,-6,2,5,2,-3,4,-0.5
CCOc1ccc(CN(C(=O)c2cc3ccccc3oc2=O)C2CCS(=O)(=O)C2)cc1 (stereo not given),-17,4,-2,-6,4,-1,-2,3,2.5
COC(=O)c1cc(NC(=O)Nc2cc(OC)ccc2OC)cc(C(=O)OC)c1,13,25,9,3,20,10,-1,0,-1.8
N#Cc1c(-c2ccc(Br)cc2)nc2n(c1=O)CCCS2,20,34,22,0,13,7,-3,-2,-1.0
CC(C)CN(C(=O)c1ccc(=O)n(C)n1)c1nc2ccccc2s1,-5,32,37,3,6,14,-6,0,3.3
COc1cc(NC(=S)N2CCOCC2)c(OC)cc1Cl,-35,9,-2,-17,9,11,1,-2,-1.3
Cc1ccc(C(=O)NCC(=O)Nc2ccc3c(c2)CCC3)cc1C,1,-24,-18,-13,-3,-47,10,0,1.1
CCn1c(CNC(=O)c2ccco2)nnc1SCC(=O)Nc1cc(C)c(C)cc1Br,1,15,-17,-6,3,3,5,-3,-3.1
O=c1cc(-c2ccccc2)nc2cc(-c3ccc(Br)cc3)[nH]n12,16,-11,0,3,6,4,-4,-1,5.4
Cc1cc(NC(=O)c2ccc(C#N)cc2)n(-c2ccccc2)n1,-22,2,-8,1,10,4,4,-1,-0.2
CC(NC(=O)C1CCN(S(=O)(=O)c2cc([N+](=O)[O-])ccc2Cl)CC1)c1ccccc1 (stereo not given),12,11,-12,-21,-25,-25,3,0,-1.5
O=C(Nc1ccccc1)C1(c2ccccc2)CC1(Cl)Cl (stereo not given),-8,18,28,-7,28,-5,-3,1,0.4
COc1ccc(-n2c(C)cc(/C=C3\C(=O)NN(c4ccccc4)C3=O)c2C)cc1,-48,3,-8,20,-6,5,-3,3,8.7
Cc1ccc(CNC(=O)c2ccc(N3CCC4(CC3)CC(c3ccccc3)=NO4)c(NC(=O)c3ccc(Br)cc3)c2)cc1,3,4,-6,-6,-7,-8,-1,-1,-1.1
Cn1c(=O)c2c(ncn2CCC(=O)N/N=C/c2ccncc2)n(C)c1=O,-24,-4,-4,-17,24,6,0,4,-0.8
COc1cccc(C2C(C(=O)c3cc4ccccc4o3)=C(O)C(=O)N2c2cc(C)on2)c1OC (stereo not given),-2,9,8,1,10,30,-3,-3,1.0
COc1cc(/C=C/C(=O)c2ccc(Cl)s2)cc(OC)c1O,65*,62*,43*,37,67*,31,-2,1,27
Cc1ccc(NC(=O)C2=NNC(=O)CC2)cc1F,-24,0,-8,-8,10,-1,2,-1,4.7
Cc1ccc2cc(C)c(NCCO)nc2c1,-14,-3,-9,-6,-2,1,-1,2,0.2
COC(=O)c1cn(C(=O)c2ccc(C)cc2)c2ccccc12,16,24,31,-2,17,3,-3,4,-1.1
COc1ccc(CC(=O)OCC(=O)NC(=O)NC23CC4CC(CC(C4)C2)C3)cc1,-16,40*,30,2,36,-6,-1,-2,-0.9
COc1ccc(CNC(=O)CN(Cc2ccc(C)cc2)S(=O)(=O)c2ccc(Cl)cc2)cc1,9,-1,7,-2,4,-7,1,0,-1.6
Cn1nccc1NS(=O)(=O)c1ccc(NC(=O)C(F)(F)F)cc1,30,-19,2,8,-5,9,-4,-2,-1.3
Cc1ccccc1C(=O)N1CCC(C(=O)Nc2ccc(F)cc2)CC1,3,13,-9,-12,13,-15,-3,-1,-0.8
COc1ccc(OC)c(NC(=O)CCN2C(=O)c3ccccc3C2=O)c1,12,9,-1,5,10,20,2,-2,0.6

# Random excerpt: 5 entries already listed, in no set order.
SMILES,Mdm2 MdmX PPI,tim10-1 inh,TIM10 inh,CXCR6 inh,tim23-1 inh,APJ antagonist,APJ ag,UPR XBP1 act,CHOP UPR activ
COc1ccc(CNC(=O)CN(Cc2ccc(C)cc2)S(=O)(=O)c2ccc(Cl)cc2)cc1,9,-1,7,-2,4,-7,1,0,-1.6
Cn1nccc1NS(=O)(=O)c1ccc(NC(=O)C(F)(F)F)cc1,30,-19,2,8,-5,9,-4,-2,-1.3
Cc1ccc(NC(=O)C2=NNC(=O)CC2)cc1F,-24,0,-8,-8,10,-1,2,-1,4.7
Cc1ccccc1C(=O)N1CCC(C(=O)Nc2ccc(F)cc2)CC1,3,13,-9,-12,13,-15,-3,-1,-0.8
COC(=O)c1cn(C(=O)c2ccc(C)cc2)c2ccccc12,16,24,31,-2,17,3,-3,4,-1.1

# Additional compounds:
SMILES,Mdm2 MdmX PPI,tim10-1 inh,TIM10 inh,CXCR6 inh,tim23-1 inh,APJ antagonist,APJ ag,UPR XBP1 act,CHOP UPR activ
CCOc1ccc2nc(SCC(=O)N(CC(C)C)c3c(N)n(Cc4ccccc4)c(=O)[nH]c3=O)[nH]c2c1,21,3,9,-2,8,21,-5,-3,2.4
CN(Cc1c(F)cccc1Cl)C(=O)c1ccc2ccccc2n1,19,18,9,-10,25,6,-2,-1,-0.4
CC(=O)C1C(c2cccc(F)c2)c2c(n[nH]c2C)CC1(C)O (stereo not given),15,-7,-45,-5,4,-5,-2,-1,-1.2
CCn1cc(CNC(=O)c2ccc(Cl)c([N+](=O)[O-])c2)c(C)n1,5,3,-7,0,-18,9,-3,2,0.9
CN(C)CCNc1ncnc2c1sc1nc(-c3ccccc3)c3c(c12)CCCC3,100*,10,7,1,4,-17,-2,6,6.2
CC(=O)Nc1ccc(-c2cc3ccccc3o2)cc1,-116,15,11,-4,22,11,2,3,2.1
CCCc1cc(=O)oc2c(C)c(OCC(=O)N3C[C@H]4C[C@@H](C3)c3cccc(=O)n3C4)ccc12,7,6,-4,-4,-11,-10,1,-1,2.8
Cc1nc2ccc(NC(=O)N3CCOCC3)cc2nc1C,21,1,-14,2,1,-11,-2,1,2.1
COc1cc(C2/C(=C(\O)c3ccc4c(c3)CC(C)O4)C(=O)C(=O)N2Cc2ccco2)ccc1O (stereo not given),15,1,10,-2,-9,-10,-1,-1,1.7
O=C1CC[C@@H](C(=O)O)N1,16,2,3,-3,-21,-12,0,-2,-2.1
O=C1c2cccc3cccc(c23)C(=O)N1c1ccccn1,-4,15,13,-10,4,-4,-2,4,1.7
CCOC(=O)c1ccc(NC(=O)C2CC2)cc1,-16,24,16,-12,41,17,0,0,2.5
c1ccc2c(OCCCCN3CCOCC3)cccc2c1,13,-44,-35,-7,6,11,-4,-5,0.1
O=[N+]([O-])c1cccnc1Sc1n[nH]c(-c2ccc(Cl)cc2)n1,-22,0,7,-7,11,-15,5,-2,1.5
CCCCCCCCCCCCN1[C@@H](CC(=O)OC)c2cc(F)cc(F)c2S1(=O)=O,-13,0,2,1,1,26,2,-1,-0.3
CN(C(=O)COC(=O)c1ccc2c(c1)OCCO2)C1CCCCC1,2,33,9,-2,36,5,-8,1,2.9
O=c1nc(NCc2ccccc2Cl)cn[nH]1,-1,3,-5,3,8,9,-1,-2,0.7
CCOC(=O)C1CCCN(Cc2cc(OC)c(O)c(OC)c2)C1 (stereo not given),17,10,-17,-2,9,-8,-1,-1,-0.9
Cc1cc(=O)oc(C)c1C(=O)Nc1cccc(F)c1,9,-1,-2,5,2,0,-1,-5,-1.2
c1ccc2c(Nc3nc(N4CCOCC4)c4ccccc4n3)cccc2c1,30,26,28,-11,32,15,-5,0,-1.3
CCOC(=O)C(NC(C)=O)(Nc1ccc(S(=O)(=O)Nc2nccs2)cc1)C(F)(F)F (stereo not given),4,5,9,3,1,8,-2,-3,0.8
COc1ccc(CN2C(=O)CN(C3CCCCCC3)C(=O)C2c2ccc(F)cc2)cc1 (stereo not given),16,35,25,0,30,10,0,-2,0.9
COc1ccccc1NC(=O)N(Cc1ccccc1)C1=NCC(C)S1 (stereo not given),11,16,17,6,0,-3,-2,-2,0.2
COc1ccc(CNC(=O)CC2(CC(=O)O)CCCCC2)cc1,4,9,-6,-2,2,-3,-2,-4,0.1
CCCCCCCCCn1ccc(=N)cc1,91*,30,15,-6,23,4,-3,7,11
CCC(=O)Nc1cccc(C(=O)/C=C/c2cccs2)c1,20,46*,42*,-1,35,10,-1,10,8.9
Cc1ccccc1-n1nnnc1SCC(C)C,23,17,9,2,16,2,0,3,-2.0
Cc1ccc(CSc2nnc3nc(C)cc(C)n23)cc1,16,9,-1,-7,4,18,3,0,-2.6
N#Cc1c2n(c3c(=S)nc[nH]c13)CCCCC2,29,-5,3,8,5,-7,-1,-5,-0.7
CC(C)CNC(=O)CN(c1cccc(Cl)c1)S(C)(=O)=O,21,9,7,5,17,8,-4,-3,-2.1
CC(=O)c1cccc(NC(=O)CCCOc2ccc(C)cc2)c1,3,17,0,-21,14,1,0,-2,-2.5
Cc1cc(=O)[nH]c(SCC(=O)NCCc2ccccc2)n1,0,8,-18,6,13,-8,-2,-1,-0.2
CCC(C)/C(C)=N/NC(=O)CSc1nc2ccccc2[nH]1 (stereo not given),1,9,-5,-8,13,0,-9,-1,-1.4
O=C1C2CCCN2C(c2cccs2)N1c1ccc(Cl)cc1 (stereo not given),11,-3,-8,-4,10,-6,-2,-1,0.6
COc1ccc(-c2csc(NC(=O)C3CC(=O)N(c4ccc5c(c4)OCCO5)C3)n2)cc1 (stereo not given),30,11,2,-6,29,6,2,-5,-2.6
CC(C)CC(=O)N/C(N)=N/c1nc2ccccc2o1,-62,16,9,-6,30,7,0,7,3.8
CCCn1cc(NC(=O)c2cc(-c3ccccc3)on2)cn1,-42,28,43*,-13,41,-1,0,0,5.9
COc1cccc2c(=O)c3c(cnn3C)n(C)c12,13,-48,-2,-9,4,-19,1,1,-2.1
CC1Nc2ncnc(N3CCOCC3)c2N(Cc2ccccc2)C1=O (stereo not given),3,-5,-11,8,-13,-32,-3,-2,2.7
COc1ccc(CC(NC(C)=O)C(=O)NC2CCN(c3c4c(nc5ncnn35)CCC4)CC2)cc1OC (stereo not given),12,-4,-17,x,1,7,2,-1,1.0
COc1ccc2c(c1)C(=O)N(c1ccc(C)cc1)C(=O)C2,4,-9,0,-4,-4,13,0,-3,0.2
